G9a block – inhibitors of human histone lysine methyltransferase G9a | Q96KQ7 | G9a H3K9 monomethylation, AlphaScreen, 2 h | Potency, µM (top dose mostly 102 µM), without a hit: at the top dose activity, negative = inhibition, usual class: inhibitors | 350,000 compounds, 8.8% hits; further: potency means the concentration at half of the fitted maximal effect; on the % scale 0 is the no-effect control and ±100 the full control effect; nearly all actives have a fitted effect of over 75% in size
Target sequence (Q96KQ7 913-1193 limits assumed): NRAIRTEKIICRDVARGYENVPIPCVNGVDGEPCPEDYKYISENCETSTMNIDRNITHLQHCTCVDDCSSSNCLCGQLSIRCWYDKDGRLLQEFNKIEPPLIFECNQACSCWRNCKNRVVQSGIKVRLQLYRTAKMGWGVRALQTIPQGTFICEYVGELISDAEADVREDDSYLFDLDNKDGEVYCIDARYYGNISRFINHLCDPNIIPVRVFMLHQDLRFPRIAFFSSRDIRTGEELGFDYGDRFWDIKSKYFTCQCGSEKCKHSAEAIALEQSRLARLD
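Quantitative HTS format: methyltransferase activity on a biotin-tagged H3K9 peptide is measured by AlphaScreen, using a rabbit anti-monomethyl-H3K9 antibody with streptavidin donor and anti-IgG acceptor beads. Final levels are 20 nM enzyme, 500 nM peptide, 20 uM SAM; 2 h RT.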
HP1b chromo inh – blocks HP1-beta chromodomain binding to methylated histone tails; AlphaScreen HP1-beta / biotin-H3K9me3 peptide binding; Potency, µM (top dose mostly 114 µM), inactives show at the highest dose activity change, negative = inhibition, usual class: inhibitors; 390,000 compounds, 0.56% hits; AID 540317; further: potency means the concentration at half of the fitted maximal effect; nearly all actives have a fitted effect of over 70% in size; inactives centre near 23
Target sequence (P83916 whole entry, looked up): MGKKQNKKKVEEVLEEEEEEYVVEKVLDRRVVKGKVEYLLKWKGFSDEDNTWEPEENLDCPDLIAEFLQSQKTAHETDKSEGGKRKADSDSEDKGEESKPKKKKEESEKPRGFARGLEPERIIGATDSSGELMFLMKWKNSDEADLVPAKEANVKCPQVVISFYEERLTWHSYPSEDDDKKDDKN
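Compound inhibition of the preformed complex between 50 nM HP1-beta and 50 nM biotinylated H3K9me3 peptide was read by AlphaScreen. Buffer was PBS pH 7.4 with 0.01% Tween-20. Incubations ran 30 min at room temperature, with 10 ug/mL donor/acceptor beads.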
JMJD2A Tudor – JMJD2A Tudor domain (human) inhibition. O75164. AlphaScreen JMJD2A-Tudor / H3K4me3 peptide binding. 390,000 compounds, 4.4% hits. Potency, µM (doses to about 114 µM), for inactives: at the highest dose activity change, negative = inhibition, actives largely listed as inhibitors; further: potency means the concentration at half of the fitted maximal effect; on the % scale 0 is the no-effect control and ±100 the full control effect; nearly all actives have a fitted effect of over 50% in size
ERG-DNA inh – blocks human ERG Ets domain binding to DNA. fluorescence polarization, His-ERG Ets domain / labelled DNA. Potency, µM (doses to about 76.9 µM), for inactives: top-dose FP activity, negative = inhibition, usual class: inhibitors. 370,000 compounds, 0.028% hits; active means well fitted inhibition curve with a large enough effect in the polarisation, with a control signal flat; inconclusive means small, poorly fitted or top-dose-only effect, or effect the other way, or a change in a side signal; inactive means no such curve, though single readings can be large or run the other way; the % refers to the polarisation;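 further: polarization taken with two DNA probes labelled with fluorescein and Texas red; potency means the concentration at half of the fitted maximal effect; % of control where 0% means no effect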
Target sequence (P11308 whole entry, looked up, the tested form may be a part): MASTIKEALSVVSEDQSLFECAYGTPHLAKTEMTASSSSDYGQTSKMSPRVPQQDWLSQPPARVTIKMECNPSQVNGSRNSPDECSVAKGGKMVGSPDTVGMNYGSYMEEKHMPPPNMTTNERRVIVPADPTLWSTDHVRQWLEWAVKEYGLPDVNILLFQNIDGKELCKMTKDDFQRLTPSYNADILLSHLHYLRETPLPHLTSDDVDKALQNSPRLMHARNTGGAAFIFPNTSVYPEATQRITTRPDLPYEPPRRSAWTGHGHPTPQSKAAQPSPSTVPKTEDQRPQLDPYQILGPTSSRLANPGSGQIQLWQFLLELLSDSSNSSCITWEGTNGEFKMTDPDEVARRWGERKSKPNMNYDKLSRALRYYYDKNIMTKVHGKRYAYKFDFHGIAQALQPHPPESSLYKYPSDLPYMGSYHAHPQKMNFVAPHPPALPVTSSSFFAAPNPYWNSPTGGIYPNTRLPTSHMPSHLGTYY
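His-tagged ERG Ets domain (1 uM in the protein solution; 300mM KCl, 50mM Tris-HCl, 1mM EDTA, 1mM DTT, pH 7.5) received compound, then a probe mix of 5 nM fluorescein-DNA and 100nM Texas-615-DNA. Fluorescence polarization was read for both dyes.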
BAZ2B block – inhibitors of human BAZ2B bromodomain; Q9UIF8; AlphaScreen BAZ2B-H3K14Ac peptide displacement; Potency, µM (doses to about 114 µM), for inactives: at the highest dose activity change, negative = inhibition, most hits filed as inhibitors; 360,000 compounds, 4.4% hits; AID 504333; further: potency means the concentration at half of the fitted maximal effect; on the % scale 0 is the no-effect control and ±100 the full control effect; nearly all actives have a fitted effect of over 60% in size
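In this displacement format the biotinylated H3(5-23) peptide acetylated at Lys14 serves as ligand at 50 nM, with BAZ2B at 50 nM in PBS pH 7.4 containing 0.01% Tween-20. Donor and acceptor beads are 10 ug/mL final.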
PI4K2A inh – inhibitors of human PI4K2A | Q9BTU6 | purified PI4K2A, ADP-Glo luminescence, 1 h; active compounds read low | activity change, negative = inhibition, % at 76.9 µM | 420,000 compounds, 0.13% hits; in the data active means activity change below about -50%; inconclusive means mostly about -30% to -49%;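 further: -100% = wells without enzyme as full effect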
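ADP-Glo luminescence measured ADP generated by PI4K2A enzyme (4 ug/mL before mixing) with 1.2 mM PI substrate (pre-mix) and 300 microM ATP (pre-mix). Tris pH7.5 buffer with MgCl2, Triton X-100; 1 h reaction at ambient temperature.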
12-LOX inh – blocks human arachidonate 12S-lipoxygenase. P18054. purified 12hLO, xylenol orange hydroperoxide absorbance. Potency, µM (highest dose often 108 µM), inactives show at the highest dose activity change, negative = inhibition, usual class: inhibitors. 580,000 compounds, 1.1% hits. AID 1671190; further: potency means the concentration at half of the fitted maximal effect; on the % scale 0 is the no-effect control and ±100 the full control effect
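Hydroperoxide product was detected by ferrous iron/xylenol orange as the 573 to 405 nm absorbance ratio. Arachidonic acid at 40 uM (final) was turned over for 30 min at room temperature by 150 nM human 12hLO, pH 7.0 Hepes buffer, after 15 min compound preincubation.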
RGS4 inh – blocks human RGS4-accelerated GTP hydrolysis. Potency, µM (doses to about 114 µM), for inactives: top-dose activity change, negative = inhibition, usual class: inhibitors. 390,000 compounds, 0.039% hits. P49798. Transcreener GDP fluorescence polarization, RGS4-accelerated GTP hydrolysis; further: potency means the concentration at half of the fitted maximal effect; on the % scale 0 is the no-effect control and ±100 the full control effect; nearly all actives have a fitted effect of over 75% in size; some results filed as inactive show a strong effect at the top dose
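MLSMR compounds (23 nl, pin-transferred) preincubated 10 min at room temperature with a 500nM (2x) first reagent, then RGS4 at 900nM (2x) plus Transcreener GDP mix added; fluorescence polarization (620/688 nm) read before and after 90 min at 30 °C.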
GLS inh – glutaminase GLS (human) inhibition | GLS enzymatic activity, qHTS titration | 410,000 compounds, 0.21% hits | Potency, µM (top dose mostly 45.5 µM), for the others: at the top dose activity change, negative = inhibition, actives largely listed as inhibitors; further: potency means the concentration at half of the fitted maximal effect; on the % scale 0 is the no-effect control and ±100 the full control effect
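hKGA; 45 mM KH2PO4 pH 8.2 + 0.02% Tween-20; cpd via pin tool; 1 mM Gln soln; GluOx/HRP/Amplex Red; RT 30 min; fluor. t0 & final.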
An asterisk follows results filed as active; ? = inconclusive; · = not tested or not shown; & = joins results of further samples; [ ] = another dose, or the depositor's remark. Unless noted, the call rests on the fitted dose curve; in most records, active means well fitted curve in the direction sought with a large enough effect; inconclusive means small, poorly fitted or top-dose-only effect, or another doubt; inactive means no such curve, though single readings can be large; an effect the other way counts as inactive or inconclusive. This is a subset (hit frequency here may not be typical).

No. | G9a block | HP1b chromo inh | JMJD2A Tudor | ERG-DNA inh | BAZ2B block | PI4K2A inh | 12-LOX inh | RGS4 inh | GLS inh | Compound
1 | ? | 31% | -16% | 14% | · | -8 | -5% | -4% | 15% | O=C(/C=C/c1ccccc1Cl)Nc1cccc(O)c1
2 | -5% | 20% | -8% | · | -7% | 0 | -16% | 0% | 7% | O=C(O)C1CCN(C(=O)c2ccccc2C(=O)N2CCC(C(=O)O)CC2)CC1
3 | 3%[59 µM] | 25% | -13% | -7% | 2% | 3 | -11% | 13% | 5% | COc1ccc2c(c1)c1c(c(=O)n(CCc3ccccc3)c(=O)n1Cc1ccccc1)n2C
4 | -27% | 34% | 1% | 4% | 6% | 3 | 6% | 19% | 5% | Cc1cc(C)n2c(SCCC(C)C)nnc2n1
5 | 32µM* | ? | 10µM* | 20% | 16µM* | 3 | -19% | -17% | 54%[activator] | CCOC(=O)c1sc2nc3c(SCC(=O)O)cc(C(=O)c4ccccc4O)cn3c(=O)c2c1C
6 | ? | 29% | -23% | 12% | -27% | 1 | 13% | -7% | 16% | CCN(CC(=O)Nc1ccc(NC(C)=O)cc1)CC(=O)Nc1ccccc1C(=O)c1ccccc1
7 | 50µM* | -9% | -25% | 13% | 4% | -2 | -15% | 5% | 32% | COc1cccc(CC(=O)OC(C)C(=O)Nc2ccc(N3CCOCC3)cc2)c1 (stereo unspecified)
8 | ? | 24% | 13% | 6% | -29% | -9 | 1% | 58%[activator] | 4% | C=CCNC(=O)c1cn(CC)c2cc(N3CCN(C(=O)c4ccco4)CC3)c(F)cc2c1=O
9 | -6% | 27% | -1% | 1% | 1% | -1 | -4% | -15% | 0% | CC(C)(C)CC(=O)Nc1nnc(SCC(=O)NC2CCCCC2)s1
10 | -7% | 17% | -16% | -2% | -14% | 9 | -11% | -19% | 3% | Cc1nnsc1S(=O)c1ccc(F)cc1 (stereo unspecified)
11 | · | 27% | -8% | -2% | · | 0 | -1% | 20% | 13% | COc1ccc(C2CC(=O)c3c(O)cc(O)cc3O2)cc1O (stereo unspecified)
12 | 5%[59 µM] | 22% | -13% | 2% | -5% | -3 | ? | 1% | -14% | COc1cc(CCC(=O)NCc2ccc3c(c2)CCN3C(=O)c2cccc(C)c2)cc(OC)c1OC
13 | · | 8% | -35% | 48%[activator] | -31% | 1 | 0% | -23% | -2% | COc1cc(/C=C2\SC(=S)N(CCC(=O)Nc3ccccc3O)C2=O)cc(OC)c1OC
14 | 35% | 7% | -10% | 2% | -12% | -3 | 0% | -19% | 30% | CCNC(=O)N1c2ccccc2Sc2ccccc21
15 | -23% | 16% | -13% | -8% | -9% | -1 | 24% | -13% | -5% | CNC(=S)N1C2CCCC1CC(NC(=O)c1ccc(F)cc1)C2 (stereo unspecified)
16 | ? | 47%[activator] | 31% | -5% | -4% | 3 | -8% | 4% | · | Cn1c(NCCCO)nc2ccccc21
17 | · | 65%[activator] | 21% | -7% | · | -7 | 7% | -20% | -4% | Clc1ccc(CSc2ncnc3c2ncn3C2CCCCO2)cc1 (stereo unspecified)
18 | ? | 16% | -23% | 1% | -35% | 3 | -22% | -13% | 5% | COc1ccc(Cl)cc1NC(=O)CNc1ccc(F)cc1C
19 | ? | 36% | -8% | 1% | -19% | 1 | ? | -16% | -7% | CNC(=O)c1c(NC(=O)c2ccc(S(=O)(=O)N3CC(C)OC(C)C3)cc2)sc2c1CCN(C(C)C)C2 (stereo unspecified)
20 | 12%[59 µM] | 19% | -3% | 8% | 9% | -1 | -8% | 3% | -2% | CNC(=O)c1ccccc1F
21 | 3%[59 µM] | -11% | -19% | 0% | -9% | -8 | ? | 5% | -2% | Cc1ccccc1CN1C(=O)c2ccccc2Sc2ccc(C(=O)NC(C)c3ccccc3)cc21 (stereo unspecified)
22 | -48% | 22% | -11% | 21% | -1% | -5 | -5% | -1% | -4% | COc1ccc(NC(=O)c2ccc(NC(=O)c3ccncc3)cc2)cc1
23 | -5% | 50%[activator] | -6% | 7% | -4% | -2 | 0% | -8% | 2% | C=CCN1C(=O)c2ccccc2Sc2ccc(C(=O)NC(C)C)cc21
24 | · | 32% | -12% | -4% | · | 1 | 187%[activator] | -16% | -12% | COc1ccc(NC(=O)COC(=O)CNC(=O)C2CCCCC2)cc1OC
25 | 8%[59 µM] | 93%[activator] | -15% | 2% | 13% | 1 | ? | -31% | -6% | CCc1c(C)c2cc3c(c(C)c2oc1=O)OCN(CCc1ccccc1F)C3

The results go on:
No. | G9a block | HP1b chromo inh | JMJD2A Tudor | ERG-DNA inh | BAZ2B block | PI4K2A inh | 12-LOX inh | RGS4 inh | GLS inh | Compound
26 | ? | 1% | -28% | 3% | -31% | 1 | -4% | 2% | -20% | O=C(c1ccco1)N1CCN(c2nc(C(F)(F)F)nc3c2nnn3Cc2ccccc2)CC1
27 | ? | 83%[activator] | -13% | 1% | -3% | -4 | 0% | -5% | 12% | NC(=O)c1cc2c(s1)-c1cc(Cl)ccc1SC2
28 | ? | 23% | -17% | -1% | 6% | 3 | 9% | 8% | 16% | CCCn1c(SCc2nc(-c3cccs3)no2)nnc1-c1ccncc1
29 | ? | -9% | ? | -6% | -12% | 5 | 0% | -41% | 19% | Cc1ccc(Nc2nc(CSc3nnnn3C)cs2)cc1
30 | 3% | 66%[activator] | 2% | -2% | -3% | 1 | -16% | -1%[56.9 µM] | 11% | Cc1nnc(SCC(=O)c2ccc(Br)cc2)s1
31 | -8% | -1% | ? | 2% | -36% | -8 | -9% | -25% | -8% | CCOc1ccc(-c2nnc3ccc(SCC(=O)NCc4ccco4)nn23)cc1
32 | · | 35% | -33% | 1% | · | ? | 0% | -38% | -4% | CCc1cc(-c2ccc3c(c2)COc2c4ccccc4nn2-3)on1
33 | 50%[59 µM] | 124%[activator] | 24% | -2% | 19% | 4 | -6% | -22% | -13% | Cc1nc(N(C)Cc2ccccc2)c2nnn(Cc3ccccc3)c2n1
34 | 40µM* | -5% | 50µM* | 10% | 10µM* | 0 | 0% | -3% | 6% | Cc1ccccc1Nc1c(-c2ccccn2)nc2ccccn12
35 | 40µM* | 1% | -11% | -5% | -4% | 1 | -17% | -49% | -1% | C=CCn1c(SCCOC)nc2c1c(=O)[nH]c(=O)n2C
36 | 35µM* | 40µM* | 35µM* | 2% | 40µM* | 0 | ? | -36% | -10% | O=[N+]([O-])c1cc(CN2CCCC2)ccc1Sc1ccc(Cl)cc1
37 | -5%[59 µM] | 35%[activator] | 0% | 3% | -5%[57.1 µM] | 3 | 0% | 2% | 8% | CCc1nnc(NC(=O)c2cccc(NC(=O)C(C)C)c2)s1
38 | 40µM* | ? | ? | 9% | ? | -2 | ? | -29% | 13% | COc1ccc(C2(c3ccc(OC)cc3)NC(=O)N(CC(=O)Nc3ccc(N4CCOCC4)cc3)C2=O)cc1
39 | 201%[activator][59 µM] | 169%[activator] | 145%[activator] | -7% | 167%[activator] | 9 | 0% | -20% | 4% | C=C(Cl)COc1ccc2c(CCCC)cc(=O)oc2c1
40 | 9% | 48%[activator] | 0% | -1% | 5% | 10 | 7% | 18% | -1% | Cc1cc(=O)oc2cc(OCC(=O)N3CCN(C(=O)c4ccco4)CC3)ccc12
41 | 6%[59 µM] | · | · | · | · | 3&1 | -24%[57.4 µM] | 4%[56.9 µM] | 1% | OC(CN1CCC(Cc2ccc(F)cc2)CC1)c1ccc(Cl)cc1 (stereo unspecified)
42 | 25% | 19% | -10% | 2% | 1% | -6 | 15% | 6% | 6% | O=C(Nc1ccccc1)c1ccc(Br)c(S(=O)(=O)Nc2ccccn2)c1
43 | ? | 41% | 7% | -3% | -13% | 2 | ? | -24% | 2% | Cc1ccc(OCCC(=O)Nc2ccc3c(c2)OCCCO3)cc1
44 | 40µM* | -32% | ? | 14% | ? | -13 | 6.3µM* | -27% | 9% | COc1cccc(Nc2nc(-c3sc(NC(=O)c4ccco4)nc3C)cs2)c1
45 | 34%[59 µM] | -14% | -4%[11.4 µM] | -2% | -9% | 2 | -21% | -14%[11.4 µM] | 6% | COCCn1c(SC(C)C(=O)Nc2ncc(Cl)cc2Cl)nc2ccccc21 (stereo unspecified)
46 | 13%[59 µM] | 28% | -8% | 6% | 19% | 0 | 0% | 7% | 0% | CC(=O)NC(N1CCCCC1)C(F)(F)C(F)(F)C(F)(F)C(F)F (stereo unspecified)
47 | · | 40%[activator] | -9% | -12% | · | -2 | ? | 8% | 0% | COC(=O)[C@]1(C)N[C@H](CN(C)C(=O)c2ccc(C(C)(C)C)cc2)[C@@H]2C(=O)N(Cc3ccccc3)C(=O)[C@@H]21
48 | 5%[59 µM] | 21% | -1% | -2% | -21% | -2 | 0% | 27% | 7% | Cc1ccc(C(=O)/C=C/Nc2ccc([N+](=O)[O-])cc2Br)cc1

Bioassay records (PubChem)
